# Screening data deposited in PubChem BioAssay by Broad Institute.
# PAX8 reporter: inhibitors of PAX8-driven TPO luciferase reporter, primary screen, RMG-I cells, single concentration. SteadyGlo, 24 h. inhibition, % at 12.6 µM. 1.2% of 360,000 active. AID 652154, 2013;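 active = mean replicate inhibition at least 60% with every replicate also reaching 60%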;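 also: luciferase light reporting Pax8 driven TPO promoter activity; plate controls were median of neutral control wells for no effect and mitoxantrone controls for full effect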
# EWS-Fli inh: EWS/Fli-driven NR0B1 reporter inhibitors, primary screen, A673 cells, NR0B1 luciferase, luminescence, MLPCN library; 0.67% of 350,000 active; inhibition, % at 12.6 µM; viability-normalised;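 active = mean inhibition of at least 50% after viability correction, with every replicate also passing that limit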;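 also: firefly luciferase signal divided by Alamar Blue viability fluorescence both relative to DMSO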
# miR-122 sensor: miR-122 Renilla sensor signal increase in Huh7, primary screen, miR-122 inhibitor project, cell-based, single point, plate reader. AID 602342, 2012. 0.3% of 340,000 active. Huh7 miR-122 Renilla luciferase sensor, 48 h; neutral wells = 0, positive control = 100. activation (reporter increase), % at 12.5 µM;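 active = mean replicate activation score at least 90 and every replicate individually at or above 90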;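 also: higher luciferase means less miR-122 activity so hits act as miR-122 inhibitors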
# CASP6 VEID inh: human caspase-6 inhibitors, primary screen, biochemical, VEID-R110 fluorescence, single point, set 2 | purified caspase-6, Z-VEID-R110 cleavage fluorescence | P55212 | inhibition, % at 12.5 µM | 0.53% of 350,000 active;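 active = mean inhibition across replicates at least about 35%, with every replicate also reaching that limit, limit read from the data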;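 also: 0% = median of neutral control wells and 100% = no fluorescence left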
# Target sequence (P55212 24-179 limits assumed): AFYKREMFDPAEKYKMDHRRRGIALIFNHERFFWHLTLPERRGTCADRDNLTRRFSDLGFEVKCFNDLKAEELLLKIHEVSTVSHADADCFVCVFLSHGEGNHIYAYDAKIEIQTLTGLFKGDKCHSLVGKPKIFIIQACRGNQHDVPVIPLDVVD
# Target sequence (P55212 194-293 limits assumed): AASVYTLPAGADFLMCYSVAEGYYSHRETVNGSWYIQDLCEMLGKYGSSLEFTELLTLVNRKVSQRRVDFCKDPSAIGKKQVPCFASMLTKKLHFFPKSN
# Cneo AK release: Cryptococcus neoformans cell lysis inducers, primary screen, AK release luminescence, single concentration; 0.2% of 360,000 active; lysis activity, % at 15 µM; C. neoformans lysis, adenylate kinase release luminescence, 4 h; normalised: neutral wells 0, clomiphene wells 100;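 active = mean lysis activity across replicates of at least 80%, whatever share of replicates individually reach that level; inactive = mean lysis activity below 80%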
#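 Assay system: C. neoformans cells. Amount: yeast cell density of 5 × 10^6 cells/mL. Technique: AK luminescence. Buffer or medium: YPD. Times: static 4 h at 37 °C with compound, 1 h detection. Dosing: single-point compound dose. Read-out: lysis from increased AK signal.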
# LGR2 inh: inhibitors of bursicon-induced LGR2 CRE-luciferase signal, primary screen, cell-based, HEK293, CRE-luciferase reporter, bursicon stimulation; 0.35% of 380,000 active; bursicon-stimulated, 4 h; Drosophila bursicon receptor LGR2 (rickets); AID 720647, 2013; inhibition, % at 9.99 µM;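 active = drop in luminescence signal, shown as inhibition above about 50% in the replicate tests, limit read from the data, passing the limit was not always enough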;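 also: agonist challenge used bursicon conditioned medium at about half maximal strength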
# FN deposition inh: inhibitors of fibronectin matrix deposition, primary screen, AH1F cells, Alexa488-fibronectin fluorescence, plate reader; AH1F fibroblasts, overnight; inhibition, % at 12.6 µM; 0.086% of 350,000 active; AID 743247, 2014;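 active = mean inhibition across replicates of 30% or more, regardless of how many single replicates reach that level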;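 also: positive control wells lacked labelled fibronectin entirely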
#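 Material – AH1F fibroblast monolayer, labelled fibronectin deposition · Reagent – labelled fibronectin 24 nM · Timing – 1 h adhesion, overnight exposure · Measured by – fluorescence at 485 nm excitation, 525 nm emission · Read-out – inhibition of fibronectin deposition signal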
# PGC1a acetyl inh: inhibitors of PGC1a acetylation signal, primary screen, cell-based, U2OS, AlphaScreen, inhibitor mode. AID 651687, 2012. inhibition, % at 15.6 µM. AlphaScreen anti-acetyl-lysine; with virally co-expressed GCN5 acetyltransferase. 0.17% of 350,000 active;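 active = every replicate shows inhibition of at least 40%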;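 also: 0% = neutral control wells and 100% = positive control wells; some results beyond the cut were filed as inactive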
# Active calls of the source: *; nt = no result given; [ ] = remark or other dose.
# Each structure is followed by: PAX8 reporter	EWS-Fli inh	miR-122 sensor	CASP6 VEID inh	Cneo AK release	LGR2 inh	FN deposition inh	PGC1a acetyl inh
[1] Cc1cc(NC(=O)CSCC(=O)Nc2cc(C(F)(F)F)ccc2N2CCOCC2)no1
    -2.3	3.7	-10.8	1.1	2.0	0.7	4.8	nt
[2] Cc1c(C)n2c(SCC(=O)N3CCN(c4ccccc4)CC3)nnc2[nH]c1=O
    1.6	-11.3	-2.3	0.8	-0.6	-8.5	5.1	4.4
[3] COc1cc(OC)cc(-c2c(-c3cccs3)c3cc(-c4ccc(OC)c(F)c4)ccc3n2C)c1
    11.2	2.1	nt	1.6	-2.1	-26.6	-4.2	nt
[4] CCCCc1ccc(S(=O)(=O)Nc2ccc(C)c(NS(C)(=O)=O)c2)cc1
    12.7	5.9	30.5	-3.5	-0.8	-12.3	10.2	-3.1
[5] COc1ccccc1N1CCN(C(C)C(=O)Nc2ccc(S(=O)(=O)N3CCOCC3)cc2)CC1 (stereo unspecified)
    7.1	1.6	nt	3.5	nt	-6.4	-5.0	nt
[6] Cc1ccc(N(C(=O)c2nsc(Cl)c2Cl)C(C(=O)NC2CCCC2)c2ccc(O)cc2)cc1C (stereo unspecified)
    29.4	-36.3	nt	-0.9	nt	24.5	-8.8	nt
[7] CCCn1nc(NS(=O)(=O)c2ccc(F)cc2)c2cc3ccccc3nc21
    2.2	nt	12.1	-1.7	1.6	6.3	-0.2	-3.1
[8] Cc1cc(C)c(OCC(=O)Nc2nc(-c3ccccn3)cs2)c(C)c1
    9.3	6.8	4.3	-3.3	5.1	nt	9.9	nt
[9] Cc1cc2ccccn2c1C(=O)c1ccc([N+](=O)[O-])cc1[N+](=O)[O-]
    1.9	-10.0	10.0	-2.6	-0.7	-13.4	-1.0	4.5
[10] Cc1sc2ncnc(NC(C)C(=O)O)c2c1C (stereo unspecified)
    1.7	19.3	15.3	-0.7	nt	41.9	-1.5	12.9
[11] Cc1c(OCc2ccccc2)cccc1OCc1ccccc1
    -76.2	-59.7	nt	-0.5	4.0	-50.6	-5.2	0.3
[12] Cc1ccc(-n2c(=O)c3cc4c(=O)n(-c5ccc(C)c(C)c5)c(=O)c4c(C(=O)c4ccc(C(=O)O)cc4)c3c2=O)cc1C
    3.9	-9.6	-4.0	0.7	1.1	-12.3	-3.6	-21.4
[13] CCOC(=O)C1=C(N)Oc2cc(C)n(C)c(=O)c2C1c1ccncc1 (stereo unspecified)
    8.8	nt	5.0	nt	-0.2	nt	0.9	5.2
[14] O=C(Cn1nc(Cl)nc1Cl)Nc1ccccc1
    12.5	nt	1.5	nt	-2.1	nt	0.3	5.6
[15] COc1ccc2c3c([nH]c2c1)[C@@H](CO)N(Cc1ccccc1F)CC31CN(CC2CC2)C1
    -6.4	-10.7	nt	nt	nt	7.9	3.4	2.0
[16] CN1NC(c2ccccc2)NN(C)C1=O
    -61.9	-10.3	nt	-4.0	nt	-30.2	-14.3	nt
[17] CCN(CC)CCN(C(=O)c1ccc([N+](=O)[O-])cc1)c1nc2c(OC)cccc2s1
    -4.1	-6.0	nt	0.3	nt	-13.7	3.5	nt
[18] CCCCNC(=S)N1CCN(c2ccc(C(C)=O)cc2)CC1
    -3.9	2.1	nt	5.4	nt	-8.4	2.3	nt
[19] COc1cccc(OC)c1C(=O)NC(=S)Nc1cccc(NC(=O)c2ccco2)c1
    10.5	3.9	nt	-0.6	nt	-26.3	nt	12.5
[20] CCC(C)(C)n1nnnc1C(c1ccc(OC)c(OC)c1)N1CCN(C(=O)c2ccco2)CC1 (stereo unspecified)
    4.6	-10.6	-0.4	0.5	2.4	-2.4	6.2	nt
[21] C[C@H](NC(=O)C[C@@H]1CC[C@H](NC(=O)c2cccnc2)[C@H](CO)O1)c1ccccc1
    -4.0	-4.1	-3.8[16.7 µM]	1.3	-15.5	6.5	-1.5	-0.3
[22] C[C@@H]1CN([C@H](C)CO)C(=O)c2cc(C#CC3CCCC3)cnc2O[C@@H]1CN(C)C(=O)c1ccncc1
    18.7	-10.1	7.6[16.7 µM]	-0.4	-2.8	-11.5	0.0	9.3
[23] O=C(C[C@H]1C=C[C@H](NC(=O)CC2CC2)[C@H](CO)O1)NCc1ccc(Cl)cc1
    0.5	6.5	nt	-0.1	-3.5	-11.4	nt	1.0
[24] Cc1cccc(COCC(Cc2ccccc2)N2CCN(C(=O)c3cccc(C)c3)CCC2=O)c1 (stereo unspecified)
    6.8	26.9	-5.4	3.3	2.1	14.8	-5.6	nt
[25] O=C(NCCN1CCOCC1)c1ccc(CS(=O)(=O)c2c(Cl)cccc2Cl)o1
    1.3	-3.6	-6.0	0.5	-1.4	2.0	7.0	5.5
[26] COc1ccc2oc(=O)c(C(=O)OCc3ccccc3)cc2c1
    -7.8	-17.9	9.0	3.0	3.6	-8.1	-2.7	-5.4
[27] Cc1nn(-c2ncc(C(F)(F)F)cc2Cl)c(=O)n1-c1ccccc1
    -9.2	nt	-0.1	nt	0.4	nt	0.0	-13.0
[28] COCCCNC(=O)CC1C[C@H](C(=O)N2CCOCC2)[C@@]2(C)c3[nH]c4ccccc4c3CCN2C1=O (stereo partly specified)
    -3.1	-2.2	-2.5	-0.2	5.9	0.6	1.9	-5.0
[29] Cc1ccc(S(=O)(=O)N2CCOCC2)cc1NC(=O)CSc1ncccn1
    -2.2	-4.6	-8.0	0.8	nt	8.6	5.7	1.5
[30] Cc1noc(C)c1NC(=O)Nc1cccc2c1O[C@H](CN(C)Cc1ccc(Cl)c(Cl)c1)[C@H](C)CN([C@H](C)CO)C2=O
    9.6	-1.7	-2.8[16.7 µM]	-1.8	-8.7	-7.0	-5.0	1.8
[31] CC1(C)Oc2ccc3ccc(=O)oc3c2/C(=C/NNC(N)=O)C1=O
    -48.5	8.1	-3.5	8.4	-1.7	19.4	5.5	-8.1
[32] FC(F)(F)c1cc(-c2ccccc2)nc(N2CCOCC2)n1
    nt	nt	-4.9	nt	-1.3	-2.2	nt	3.0
[33] N#C[C@@H]1[C@H](c2ccccc2C2=CCCCC2)[C@@H](CO)N1C(=O)c1ccccn1
    -2.4	-0.4	nt	nt	nt	3.9	-1.3	-1.7
[34] CC(C)(C)C1=NN(c2ccc([N+](=O)[O-])cc2)C(c2ccccc2)C1 (stereo unspecified)
    -10.7	-11.8	1.2	-1.5	2.7	9.9	nt	-5.0
[35] CC1(c2nnc(-c3cccc(Cl)c3)o2)CC(c2ccccc2Br)=NO1 (stereo unspecified)
    -3.6	3.3	-2.8	-10.8	2.7	nt	-6.7	-9.9
[36] CCC(=O)Nc1ccc2c(c1)OC[C@@H](C)N(Cc1ccccn1)C[C@@H](C)[C@@H](OC)CN(C)C2=O
    4.0	-4.2	nt	-2.4	0.1	-3.8	-1.5	-1.5
[37] S=c1[nH]nc(-c2ccc(Cl)cc2Cl)n1-c1ccccc1
    -125.2	-111.8	-5.6	2.7	-10.8	-55.6	-3.0	10.9
[38] CCC(C)(C)C1CCc2[nH]nc(C(=O)NCc3ccc(OC)cc3)c2C1 (stereo unspecified)
    -2.1	3.9	-3.1	3.9	5.1	-0.5	10.6	3.1
[39] O=C1NCCCC1C(=O)N1CCN(C(c2ccccc2)c2ccccc2)CC1 (stereo unspecified)
    nt	0.4	-1.4	1.8	0.1	-8.8	nt	10.1
[40] COc1c(C(=O)Nc2ccccc2N2CCOCC2)cc2ccccc2c1Br
    -12.1	nt	-1.5	-3.5	7.4	2.8	4.5	nt

# Arranged by value in PGC1a acetyl inh (highest first): some entries from above
no.	compound	miR-122 sensor	CASP6 VEID inh	LGR2 inh	PGC1a acetyl inh
39	O=C1NCCCC1C(=O)N1CCN(C(c2ccccc2)c2ccccc2)CC1 (stereo unspecified)	-1.4	1.8	-8.8	10.1
21	C[C@H](NC(=O)C[C@@H]1CC[C@H](NC(=O)c2cccnc2)[C@H](CO)O1)c1ccccc1	-3.8[16.7 µM]	1.3	6.5	-0.3
36	CCC(=O)Nc1ccc2c(c1)OC[C@@H](C)N(Cc1ccccn1)C[C@@H](C)[C@@H](OC)CN(C)C2=O	nt	-2.4	-3.8	-1.5

# Carrying on.
# Each structure is followed by: PAX8 reporter	EWS-Fli inh	miR-122 sensor	CASP6 VEID inh	Cneo AK release	LGR2 inh	FN deposition inh	PGC1a acetyl inh
[41] CN(C)c1cccc(NC(=O)c2cccc3ccccc23)c1
    -8.1	-6.6	2.6	-2.3	-0.6	-2.6	-1.4	0.5
[42] CCOC(=O)[C@@H]1[C@H]2COc3ccc(Br)cc3[C@H]2N2C(=O)N(c3ccc(Br)cc3)C(=O)[C@]12C
    6.5	1.8	-10.6	-1.5	-3.2	nt	-20.1	nt
[43] Cn1cc(CN2CCN(Cc3cccnc3)CC2)c(-c2ccc3c(c2)OCCO3)n1
    -8.2	-4.7	nt	-6.6	nt	-14.0	-1.6	6.7
[44] CC(Oc1ccc2ccc(=O)oc2c1)C(=O)NCCCn1ccnc1 (stereo unspecified)
    6.3	nt	0.8	-7.3	2.1	-0.7	-4.3	3.6
[45] O=C1NC[C@H](CCCCN2C[C@H](Cc3ccccc3)N(CC3CCCCC3)C(=O)C2=O)N(CCc2ccccc2)C1=O
    -1.2	7.9	nt	10.2	nt	-6.6	-21.3	nt
[46] Cc1ccc(NC(=O)CSc2nc3ncc(Br)cc3[nH]2)cc1C
    2.6	nt	2.9	-2.3	0.7	-18.4	2.8	-0.9
[47] O=C(COc1ccccc1-c1ccccc1)N/N=C/c1ccc2ccccc2c1
    93.5*	39.7	nt	-7.6	nt	-5.2	-13.9	nt
[48] O=C(C[C@@H]1CC[C@H]2[C@@H](COC[C@@H](O)CN2S(=O)(=O)c2cccc(Cl)c2)O1)N1CCCCC1
    -3.5	-4.1	-0.3[16.7 µM]	0.2	-2.0	8.8	-0.6	-1.5
[49] O=C(CSc1nnc2ccc(-c3ccccn3)nn12)NCCc1ccccc1
    7.3	-1.9	-5.8	0.3	-1.8	-12.7	0.2	-6.0
[50] CCC(=O)N1CCc2cc(S(=O)(=O)CCC(=O)NCCc3ccccc3)ccc21
    nt	nt	-22.6	nt	6.0	nt	20.8	-12.6
[51] O=C(NCCNC(=O)c1ccccc1F)c1ccco1
    14.1	-4.6	-4.3	-1.2	nt	29.0	-6.2	-7.6
[52] O=C(CCC(=O)OCc1ccc(Cl)cc1)Nc1ccccc1
    14.4	-10.9	3.7	-0.9	-3.5	13.0	-5.3	-2.9
[53] Cc1cc(C)nc(N2CCCC(C(=O)NC(C)C)C2)n1 (stereo unspecified)
    7.4	-7.6	-1.7	-1.1	nt	6.1	4.5	nt
[54] COC(=O)c1cc(C)sc1NC(=O)CCc1ccccc1
    -23.3	-10.3	-5.9	1.4	-2.9	-8.0	-2.9	-10.2
[55] C/C(=N/NC(=O)CNC(=O)c1ccc2c(c1)OCO2)c1ccc2c(c1)CCCC2
    -0.4	-8.7	nt	-1.9	nt	3.3	1.9	6.9
[56] Cc1c(N2C(=O)c3cccc4cccc(c34)C2=O)cnn1C
    6.0	-13.8	nt	1.6	nt	6.2	-4.1	nt
[57] COc1ccc(N(CC(=O)N2CCN(c3ccc(F)cc3)CC2)S(=O)(=O)c2c(C)n[nH]c2C)cc1
    22.9	-0.1	-7.2	3.9	-2.0	nt	4.3	3.5
[58] O=C(O)c1ccccc1-c1ccccc1C(=O)Nc1ccc(-c2nc3cc(Cl)ccc3o2)cc1
    -66.8	-77.5	nt	10.5	nt	-70.1	6.0	-1.5
[59] O=C(C1CCCO1)N1CCC(O)(c2ccccc2)CC1 (stereo unspecified)
    6.7	nt	-2.4	nt	1.8	nt	-8.1	-4.4
